Assay outcomes from PubChem BioAssay.
Peg3 prom inh: Peg3 promoter-driven luciferase inhibitors, primary screen, cell-based, HeLa, luciferase luminescence. AID 588405, 2011. inhibition, % at 20 µM. HeLa PEG-Prom luciferase reporter, overnight. 360,000 compounds, 1.7% hits;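 active means inhibition of at least 50% at 20 µM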
Shn3 3UTR inh: reduction of Shn3 3'UTR firefly luciferase signal, primary screen, Schnurri-3 inhibitor project, cell-based, Clone20 osteoblasts, set 2; Clone20 osteoblast Shn3 3'UTR firefly luciferase, 24 h; inhibition, % at 12.5 µM; 360,000 compounds, 0.52% hits; AID 588674, 2011;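 active means mean inhibition of at least 75% with every replicate also reaching 75%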;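 further: 0% = median of neutral control wells and 100% = pilot-screen positive control compound; some compounds past the cut are filed as inactive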
KKLEB tox: cytotoxicity in KKLEB CF airway cells, primary screen, cytotoxicity control for CF NF-kB inhibitor project, cell-based, uHTS, fluorescence assay plates; AID 602141, 2011; 360,000 compounds, 0.36% hits; KKLEB CF airway cells viability, ATPlite luminescence, overnight; stronger effect = lower value; cells stimulated with P. aeruginosa culture filtrate; activity change (cytotoxicity), % at 5 µM;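 active means corrected activity change at or below -50% at 5 µM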
TWEAK Fn14 block: inhibitors of TWEAK-Fn14 signaling, primary screen, luciferase reporter cells, uHTS | TWEAK-stimulated Fn14 reporter cells, luciferase luminescence, 8 h | inhibition, % at 10 µM | 360,000 compounds, 2% hits | AID 1159606, 2016; in the data active means inhibition above about 50%
NR2E3 ag-1: NR2E3 agonists in two-hybrid cells, primary screen, cell-based, luminescence, CHO-S, Gal4-NCOR/VP16-NR2E3. inhibition of corepressor binding, % at 3.98 µM. AID 602229, 2012. luciferase. 360,000 compounds, 0.35% hits. Photoreceptor-specific nuclear receptor (Homo sapiens), Q9Y5X4;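 active means inhibition above the mean of all tested compounds plus 3 SD, cut at about 70% in these data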;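 further: 0% = DMSO with NR2E3 transfected cells and 100% = cells lacking NR2E3 construct; higher means lower luciferase signal from less NR2E3 corepressor binding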
Target sequence (Q9Y5X4 whole entry, looked up, the tested form may be a part): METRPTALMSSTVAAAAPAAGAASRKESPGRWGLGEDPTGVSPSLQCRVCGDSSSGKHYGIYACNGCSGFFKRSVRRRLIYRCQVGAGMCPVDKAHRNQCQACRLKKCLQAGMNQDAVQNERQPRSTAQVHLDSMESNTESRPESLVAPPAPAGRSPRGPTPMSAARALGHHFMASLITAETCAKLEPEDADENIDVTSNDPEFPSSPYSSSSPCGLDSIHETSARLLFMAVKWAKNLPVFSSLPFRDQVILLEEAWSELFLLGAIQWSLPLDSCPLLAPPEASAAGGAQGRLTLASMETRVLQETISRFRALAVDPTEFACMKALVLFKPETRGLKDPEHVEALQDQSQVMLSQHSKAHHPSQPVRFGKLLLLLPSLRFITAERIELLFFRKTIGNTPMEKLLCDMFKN
CF NFkB block: inhibitors of PAF-induced NF-kB signaling, primary screen, cell-based, GFP fluorescence, uHTS; KKLEB NF-kB-GFP reporter, GFP fluorescence overnight; inhibition, % at 5 µM; 360,000 compounds, 0.86% hits;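 active means at least 50% inhibition at 5 µM, scaled per plate between neutral and stimulator controls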;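 further: PAF is a Pseudomonas aeruginosa culture filtrate used as stimulus; plate controls were PAF-stimulated DMSO wells for no effect and unstimulated DMSO wells for full effect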
aDG glyco up: activators of alpha-DG glycosylation, primary screen, uHTS, Pro5-aDG cells, AlphaScreen | alpha-DG glycosylation AlphaScreen (IIH6); 0% Pro5, 100% B10-LARGE cell signal | activation, % at 10 µM | 360,000 compounds, 0.22% hits | AID 624168, 2012;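 active means activation of at least 8% versus controls, or a plate z-score of at least 8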;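 further: Pro5 are CHO cells carrying HIG-tagged alpha-DG that lacks glycosylation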
NR2E3 ag-2: inhibitors of NR2E3-RetCOR corepressor binding, primary screen, NR2E3 agonist project, biochemical, TR-FRET, GST-NR2E3, biotin-RetCOR; Photoreceptor-specific nuclear receptor (Homo sapiens), Q9Y5X4; inhibition of corepressor binding, % at 4.78 µM; 320,000 compounds, 0.12% hits; AID 2300, 2010; 1536-well;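 active means percent inhibition above the cutoff of mean plus 3 SD of all tested compounds, set per screening campaign, cut at about 20% in these data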;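 further: 0% = DMSO wells and 100% = biotin wells as full block of FRET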
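Test system: GST-NR2E3 and biotin-RetCOR proteins | Quantity: 1.35 nM GST-tagged NR2E3 final | Medium: Tris pH 7.5 | Also added: 7 nM biotin-RetCOR | Dosing: Compound at 4.8 µM, single dose | Timing: 5 h at 4 °C | Detection: Time-resolved FRET | Read-out basis: Percent inhibition | Benchmarks: Biotin wells as high control, 0.6% DMSO wells as low control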
hiPSC survival: enhancers of single-cell hiPSC survival, primary screen, ATPlite luminescence. survival enhancement, % at 20 µM. 360,000 compounds, 0.044% hits. 100% = ROCK inhibitor wells, 0% = DMSO; in the data active means survival enhancement above about 18%;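 further: cells exposed to compounds for 16 hours before the ATP read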
TRPM1 prom inh: inhibitors of MITF-dependent TRPM1 promoter reporter, primary screen, cell-based, SK-MEL-5, single point, luciferase; SK-MEL-5 TRPM1 promoter luciferase, 24 h; inhibition, % at 12.5 µM; 330,000 compounds, 0.83% hits; AID 488899, 2010;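 active means mean inhibition across replicates of 60% or more, whatever share of single replicates reaches that level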; further: values of inactives mirror those of a sister screen read the other way
HIF-2a block: HIF-2a reporter inhibitors, primary screen, luminescence, 786-0 RCC cells | inhibition, % at 18.8 µM | AID 624352, 2012 | 786-0 RCC cells HIF-2a reporter, luciferase luminescence, overnight | 360,000 compounds, 0.72% hits;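 active means inhibition of the luminescence signal of 40% or more relative to plate controls, in a single-dose primary screen at 18.75 µM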
Starred values were filed as active, the others as inactive; x = no result given.

SMILES	Peg3 prom inh	Shn3 3UTR inh	KKLEB tox	TWEAK Fn14 block	NR2E3 ag-1	CF NFkB block	aDG glyco up	NR2E3 ag-2	hiPSC survival	TRPM1 prom inh	HIF-2a block
COc1ccc(CN2CCNC(=O)C2CC(=O)NC2CCCC2)c(OC)c1 (stereo not drawn)	13.7	10.7	-3.5	7.8	-30.6	4.1	-0.1	1.3	-0.4	-2.7	2.7
COCCNC(=O)C1(C)CCCN(C(=O)c2ccccc2F)C1 (stereo not drawn)	-3.5	17.2	-2.0	-5.1	-14.9	-24.3	0.9	x	1.9	x	8.6
COc1cccc(C2CC(c3cccs3)=NN2C(=O)CSC2=NN3CCCC(=O)N=C3S2)c1OC (stereo not drawn)	0.3	10.4	7.7	-27.4	-2.0	-12.7	-0.4	2.0	1.1	x	12.2
O=C(Nc1ccc(CN2CCCCC2)cc1)c1cccc(F)c1	-68.0	-22.1	1.3	-1.2	-3.2	-1.5	0.0	1.6	1.8	-26.6	-83.7
Nc1nonc1C(=O)OCC(=O)N1CCCCC1	5.5	-2.6	-3.0	-10.9	-7.3	0.1	-0.1	1.6	3.3	1.0	16.1
Oc1c(CN2CCCC(C(F)(F)F)C2)cc(Cl)c2ccccc12 (stereo not drawn)	19.2	21.6	-9.7	24.1	-9.6	4.6	0.0	-1.4	0.7	36.2	16.8
FC(F)(F)c1nc2nc(Cl)c(Cl)nc2[nH]1	-23.3	-19.7	-3.3	9.3	22.2	11.7	0.3	x	3.6	x	7.0
Cc1ccc(NC(=O)COC(=O)CCc2c(C)nc3nc(N)nn3c2C)cc1C	11.7	8.1	-6.4	-7.2	-14.3	1.4	-0.1	3.9	0.6	2.4	0.9
Cc1ccc(C)c(C(=O)COC(=O)c2cc([N+](=O)[O-])ccc2N2CCOCC2)c1	-8.8	-5.9	-31.9	-31.8	13.1	30.0	0.6	0.3	-0.6	-17.2	-6.7
COC(=O)CN1C(=O)[C@H]2[C@@H](c3ccc(C)o3)N3C(=O)CN(Cc4ccccc4)C(=O)[C@@]3(Cc3ccccc3)[C@H]2C1=O	10.2	5.0	3.7	6.9	19.0	17.2	-0.5	0.9	-0.4	2.9	13.5
O=C(OCc1cccc2ccccc12)c1ccc2c(=O)[nH]c(CN3CCOCC3)nc2c1	4.1	0.7	-9.6	14.6	-0.2	2.9	0.2	x	1.9	6.0	6.0
COc1ccc(CC(=O)Nc2ccc3c(c2)CCC3)cc1S(=O)(=O)N1CCOCC1	9.8	7.6	7.1	1.8	-12.1	1.3	0.2	0.9	-0.4	4.0	13.5
CCCCN1C(N)=NC[C@@H]1c1ccccc1	3.6	0.8	7.9	-6.4	-31.8	-33.3	-0.4	-1.8	-1.0	3.6	4.6
CC(Sc1nnc(-c2cccnc2)o1)C(=O)NC1CCCCC1 (stereo not drawn)	21.6	8.0	1.3	6.0	7.8	13.1	-0.2	1.6	-0.2	1.8	2.8
C=Cc1ccc(Cn2c(=O)n(C)c(=O)c3sccc32)cc1	-5.7	54.5	-5.6	-8.3	23.5	-13.5	0.6	-0.9	-0.4	6.8	-6.0
CCOC(=O)C1CCCN(C(=O)c2cc3c(=O)n4ccccc4nc3s2)C1 (stereo not drawn)	-4.0	-11.7	0.4	-8.7	18.6	-18.3	-0.1	-2.6	0.4	10.7	-18.5
O=C(NCCCCNC(=O)c1ccccn1)c1ccccn1	13.8	-6.9	6.4	2.7	14.7	-7.6	-0.3	-0.4	0.0	9.9	8.8
O=C(CSc1ccsc1[N+](=O)[O-])N1CCCCC1	-11.2	-21.3	-4.5	4.9	-20.2	-5.0	-0.3	4.6	-3.0	-10.9	-16.9
CC(C)CC1(C(=O)NCc2ccccn2)C=CCN1C(=O)c1ccccc1 (stereo not drawn)	-19.7	-14.6	-11.1	2.6	3.4	-3.1	-0.1	-0.1	3.5	-1.6	-21.1
CS(=O)(=O)N1CCC(C(=O)NCCN2CCN(Cc3ccccc3)CC2)CC1	7.0	-1.3	-0.8	17.0	4.6	-7.7	-0.2	1.3	-3.8	5.3	5.5
Cc1ccc(Nc2c3c(nc4ncnn24)CC(C)CC3)cc1 (stereo not drawn)	25.6	-6.1	-2.2	-12.4	9.6	12.8	0.0	-2.0	-0.2	26.6	22.9
Cc1ccc(S(=O)(=O)N2CCC(C(=O)OCC(=O)N3CCCCC3C)CC2)cc1C (stereo not drawn)	6.6	0.0	11.7	3.2	-16.4	-39.6	-0.1	-2.0	-0.6	-0.9	3.1
COc1ccccc1Nc1ncccc1C(=O)NCc1ccccc1	14.2	5.4	11.3	12.1	-16.1	-19.7	0.2	0.3	-2.1	9.4	21.5
O=C(CSc1nncs1)NNC(=O)c1ccco1	5.3	-2.4	0.9	-2.1	-1.6	-53.5	0.1	2.2	7.6	9.4	9.4
O=C(OCCN=C1NS(=O)(=O)c2ccccc21)c1ccccc1F	15.0	-10.3	2.1	-10.5	6.1	-9.1	0.0	0.0	1.1	1.8	-1.5
(further entries)
SMILES	Peg3 prom inh	Shn3 3UTR inh	KKLEB tox	TWEAK Fn14 block	NR2E3 ag-1	CF NFkB block	aDG glyco up	NR2E3 ag-2	hiPSC survival	TRPM1 prom inh	HIF-2a block
COCCNC(=O)C1CCCN(C(=O)c2cc(C(C)(C)C)nn2C)CC1 (stereo not drawn)	-2.8	0.7	4.4	18.8	-4.6	-9.6	-0.2	x	6.5	x	1.1
CCOc1ccc(CN2CCN(CC(O)Cn3c4ccccc4c4ccccc43)CC2)cc1 (stereo not drawn)	-14.5	-15.9	0.1	-3.1	5.6	-7.3	-0.2	-2.0	2.5	0.4	14.3
O=[N+]([O-])c1ccc(S(=O)(=O)NCC(c2cccnc2)N2CCc3ccccc32)cc1 (stereo not drawn)	6.5	3.0	-12.4	5.4	5.4	-5.8	-0.2	-2.6	-0.4	-4.5	23.8
Cc1cc(C)n(-c2nncn2NC(=O)c2ccc(Cl)cc2O)n1	10.1	11.2	-16.6	-7.0	4.4	2.5	0.6	1.8	5.6	2.7	12.1
Fc1ccc(Oc2ncccn2)c(F)c1	-10.1	-11.1	16.8	9.8	-10.2	-6.9	0.1	1.2	-1.5	7.0	12.1
Cc1c(NS(=O)(=O)c2ccc(Br)cc2)c(=O)n(-c2ccccc2)n1C	13.7	-9.0	2.4	-4.9	-23.9	-4.8	0.0	3.0	0.4	1.7	-23.3
CC1CCCC(NC(=O)c2ccc(COc3ccccc3)o2)C1C (stereo not drawn)	1.0	18.1	-0.3	-3.8	-19.4	-0.1	0.3	2.9	-0.5	6.1	1.8
COc1ccc(OCC(O)CNC(=O)c2cccs2)cc1 (stereo not drawn)	-6.7	1.1	0.7	0.8	-10.8	-3.1	0.0	4.3	-0.5	0.5	9.5
Cc1nn2c(-c3ccccn3)ccnc2c1Br	-6.0	7.0	10.8	9.1	24.6	-3.1	-0.1	3.0	-1.7	-4.7	1.9
COc1ccc(S(=O)(=O)Nc2ccc3c(c2)C(=O)N([C@H](C)CO)C[C@H](C)[C@@H](CN(C)C(=O)Nc2ccc(C(F)(F)F)cc2)O3)cc1	-3.9	5.7	-20.5	-12.7	-6.1	12.9	0.1	x	-0.3	2.2	10.6
Cc1ccccc1NC(=O)CCN1CCc2ccccc2C1	-10.6	5.0	-2.2	0.2	-26.3	-10.7	0.3	5.7	0.6	7.8	-25.2
Cc1ccc(-c2nc3ncccc3o2)cc1NC(=O)c1sc2ccccc2c1Cl	78.0*	85.3*	-1.2	-60.0	27.9	-1.8	0.0	8.7	-0.8	45.0	8.3
CNC(=O)OCc1snc(-c2ccccc2)c1COC(=O)NC	14.0	-18.8	-4.0	-16.7	5.6	1.1	-0.1	x	0.4	x	-10.0
CCOC(=O)C1CCN(C(=O)CNC(=O)c2nn(-c3ccc(OC)cc3OC)c(=O)c3ccccc23)CC1	-29.8	-18.0	-3.1	1.6	-1.0	-1.7	0.0	-0.1	-0.5	-4.1	-51.6
Cc1nc2ccccc2nc1OCc1cccc([N+](=O)[O-])c1	7.2	10.8	0.9	4.4	20.5	9.7	0.0	-3.4	2.0	-5.1	0.1
CCCN(CC(=O)c1cc(C)n(C)c1C)S(=O)(=O)c1cccc(C(F)(F)F)c1	16.8	-6.0	-7.1	-0.7	-10.4	-3.5	1.0	-0.9	0.9	23.7	25.2
COc1ccc(CCN2C(=O)CC(Cc3ccccc3)C2=O)cc1OC (stereo not drawn)	11.6	-8.1	17.1	-14.0	-1.1	-23.4	0.1	2.1	-0.6	0.3	11.2
Cc1ccc(S(=O)(=O)N2CCN(C(=O)COC(=O)c3ccccn3)CC2)c(C)c1	6.9	-9.8	3.0	4.6	5.9	9.3	-0.5	-0.9	-0.6	-4.0	20.7
CC(C)CNC(=S)NNC(=O)c1ccc2c(c1)OCO2	-31.8	-11.3	10.2	5.1	-9.3	-6.6	0.0	-2.1	0.1	8.9	-54.9
CC(C)N(C(=O)CSc1nc2c([nH]1)c(=O)n(C)c(=O)n2C)c1ccccc1	20.0	1.0	-10.5	-2.4	8.9	12.6	0.1	-0.5	-0.1	10.0	6.0
COc1ccc2nc(Cl)c(C3CC(c4ccco4)=NN3C(=O)CCC(=O)O)cc2c1 (stereo not drawn)	13.9	3.7	2.8	-2.3	1.1	7.7	0.1	0.5	-0.4	5.7	16.4
O=C(N/N=C/C=C\c1ccccc1[N+](=O)[O-])c1cccnc1	2.8	12.3	-0.6	-6.0	-14.9	-3.6	0.2	-3.5	1.3	8.1	4.3
COc1ccc([C@@H]2[C@@H]3C(=O)N(C(C)(C)C)C(=O)[C@@H]3[C@]3(C)C(=O)N(c4cccc(Br)c4)C(=O)N23)cc1	-14.7	-16.3	-9.7	11.3	27.2	15.8	-0.2	1.1	-0.1	-0.7	9.6
